DRD3 agonist: qHTS of D3 Dopamine Receptor Agonist: qHTS; D3R DiscoveRx beta-arrestin cells, luminescence, 90 min; D(3) dopamine receptor (Homo sapiens), P35462; max activation, %; 410,000 tested, 0.58% active; in the data active = max activation above about 30%; also: 0% is about no effect; mostly tested at two doses, the higher about 12 µM
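Agonist-mode cell screen: cells plated at 1500/well and incubated overnight at 37 °C, then exposed to library compounds for 90 min at 37 °C. Detection reagent was added for 30–60 min at room temperature, and luminescence was read.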
EPAC2 ag: qHTS for Agonist of cAMP-regulated guanine nucleotide exchange factor 4 (EPAC2): primary screen; Potency, µM (series often up to 154 µM), inactives show at the highest dose activation, usual class: activators; AID 720711, 2013; Rap guanine nucleotide exchange factor 4 (Homo sapiens), Q8WZA2; EPAC2 activation, biochemical qHTS; response scale: 100% = 6.5 mM cAMP response; 360,000 tested, 0.079% active; also: potency is read from the fitted curve at half-maximal effect; nearly all actives have a fitted effect of over 50% in size
Target sequence (Q8WZA2 whole entry, looked up): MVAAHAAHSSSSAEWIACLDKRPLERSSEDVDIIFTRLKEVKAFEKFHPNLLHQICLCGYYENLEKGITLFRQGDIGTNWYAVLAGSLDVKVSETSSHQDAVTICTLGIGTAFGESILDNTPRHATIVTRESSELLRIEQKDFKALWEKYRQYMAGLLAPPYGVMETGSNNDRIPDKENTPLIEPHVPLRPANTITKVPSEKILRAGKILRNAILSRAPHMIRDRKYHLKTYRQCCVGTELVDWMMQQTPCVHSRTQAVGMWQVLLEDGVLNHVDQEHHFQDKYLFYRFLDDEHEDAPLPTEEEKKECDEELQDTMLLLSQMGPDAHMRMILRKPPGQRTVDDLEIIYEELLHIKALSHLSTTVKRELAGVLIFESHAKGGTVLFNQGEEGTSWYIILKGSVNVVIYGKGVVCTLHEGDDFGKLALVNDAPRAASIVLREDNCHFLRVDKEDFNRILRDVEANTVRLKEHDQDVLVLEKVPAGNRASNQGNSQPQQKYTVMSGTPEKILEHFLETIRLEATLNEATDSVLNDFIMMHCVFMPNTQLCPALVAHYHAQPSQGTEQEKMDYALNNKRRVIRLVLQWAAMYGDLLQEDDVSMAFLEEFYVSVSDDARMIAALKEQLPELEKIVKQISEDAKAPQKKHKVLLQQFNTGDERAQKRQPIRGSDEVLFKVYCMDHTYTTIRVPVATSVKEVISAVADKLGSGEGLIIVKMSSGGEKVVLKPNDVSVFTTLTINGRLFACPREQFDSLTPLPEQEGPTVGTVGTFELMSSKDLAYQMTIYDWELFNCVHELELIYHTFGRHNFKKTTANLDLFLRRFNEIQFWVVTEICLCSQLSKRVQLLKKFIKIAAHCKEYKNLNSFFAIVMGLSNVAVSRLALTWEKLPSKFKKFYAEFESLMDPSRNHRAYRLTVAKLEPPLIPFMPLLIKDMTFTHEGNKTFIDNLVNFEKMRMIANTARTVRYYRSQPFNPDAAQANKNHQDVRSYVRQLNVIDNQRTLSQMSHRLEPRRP
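qHTS, titration series. 100 nM EPAC2 / 250 nM Rap1B-BODIPY-GDP / 50 uM GDP; RT; ex 480/em 540 nm, 5-min reads to 30 min. Norm. to 6.5 mM cAMP = activation.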
Abeta rescue: qHTS for compounds that reverse cellular toxicity of Amyloid beta (A-beta) peptide in yeast: Primary Screen | yeast expressing A-beta42, growth rescue, OD600, 48 h; response scale: 0% DMSO, 100% iron-clioquinol control | AID 1347071, 2019 | Potency, µM (titrated, usually from 46.1 µM), without a hit: at the top dose growth rescue, actives largely listed as activators | 410,000 tested, 0.063% active; also: potency is read from the fitted curve at half-maximal effect; nearly all actives have a fitted effect of over 55% in size
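Yeast growth medium received pinned compounds, then yeast cells expressing toxic A-beta were added; plates incubated at 30 C for 48 hr. Growth read as absorbance at 600 nm, normalized to DMSO and equimolar FeCl3 plus clioquinol controls.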
D3 antag: qHTS of D3 Dopamine Receptor Antagonist: qHTS | D(3) dopamine receptor (Homo sapiens), P35462 | D3R cells, DiscoveRx beta-arrestin luminescence, antagonist mode; hits give low values | max response, negative = inhibition, % | 360,000 tested, 2.5% active; in the data active = max response below about -50%; inconclusive = no clear call, values can overlap the other calls; also: % is scaled to controls: 0 for no effect and ±100 for the full control effect; mostly tested at two doses, the higher about 12 µM
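Cells plated overnight at 1500 cells/well, then exposed to library compounds with dopamine controls for 90 minutes at 37 degrees C. DiscoveRx reagent added for 30–60 minutes at room temperature; luminescence read, quantitative HTS format.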
EPAC2 antag: qHTS for Antagonist of cAMP-regulated guanine nucleotide exchange factor 2 (EPAC2): primary screen; Rap guanine nucleotide exchange factor 4 (Homo sapiens), Q8WZA2; EPAC2 GEF exchange of Rap1B-BODIPY-GDP, fluorescence; Potency, µM (titrated, usually from 114 µM), for the others: at the top dose activity, negative = inhibition, hits mostly inhibitors; 360,000 tested, 0.18% active; AID 720708, 2013; also: potency is read from the fitted curve at half-maximal effect; % is scaled to controls: 0 for no effect and ±100 for the full control effect; nearly all actives have a fitted effect of over 45% in size; many of its hits are not listed in these tables
FUS yeast rescue: qHTS for Suppressors of FUS Proteinopathy: Primary screen using FUS-linked yeast assay | S. cerevisiae FUS-expressing, growth rescue, OD600, 24 h | Potency, µM (highest dose often 76.6 µM), for the others: at the highest dose growth rescue (activation), usual class: activators | 390,000 tested, 0.24% active;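 also: potency is read from the fitted curve at half-maximal effect; plate controls were DMSO vehicle for no effect and reference control for full effect; nearly all actives have a fitted effect of over 55% in size; some results filed as inactive show a strong effect at the top dose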
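Cultures pregrown in 2.5% raffinose medium are shifted to minimal medium containing 2% galactose to express toxic FUS. Compounds are tested at several concentrations. After 24hr at 30C, growth is quantified at 600 nm absorbance.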
aSyn rescue: qHTS of alpha-syn Inhibitors; Yeast expressing alpha-synuclein, growth rescue, BacTiter-Glo, 24 h; Potency, µM (doses to about 46.1 µM), for the others: at the top dose growth rescue (activation), actives largely listed as activators; 370,000 tested, 0.14% active; AID 652106, 2013; also: potency is read from the fitted curve at half-maximal effect; % of control where 0% means no effect; nearly all actives have a fitted effect of over 65% in size
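Screening used galactose-induced yeast with toxic alpha-synuclein levels, exposed to compound for 24 hr at 30 deg C. Cell growth, read with BacTiter-Glo luminescence, gave the measured signal.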
TDP43 rescue: qHTS of TDP-43 Inhibitors; 410,000 tested, 1.8% active; TDP-43 expressing yeast growth rescue, BacTiter-Glo, 24 h; Potency, µM (doses to about 46.1 µM), for inactives: at the top dose growth rescue (activation), hits mostly activators; AID 652104, 2013; also: potency is read from the fitted curve at half-maximal effect; % of control where 0% means no effect; nearly all actives have a fitted effect of over 50% in size
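Growth rescue of TDP-43-toxic yeast measured as ATP luminescence (BacTiter-Glo). Cells grown to mid-log in raffinose, induced in galactose at OD600=0.02, exposed to compound 24 hr at 30 deg C.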
The depositor's hits bear a star; ? = inconclusive; / = no result given; & = joins results of further samples; [ ] = remark or other dose. Unless noted, calls follow the shape of the dose curve; as a rule, active = well fitted curve in the direction sought with a large enough effect; inconclusive = small, poorly fitted or top-dose-only effect, or another doubt; inactive = no such curve, though single readings can be large; an effect the other way counts as inactive or inconclusive. These rows are one share of the data (hit frequency here may not be typical).

The line under a structure holds: DRD3 agonist	EPAC2 ag	Abeta rescue	D3 antag	EPAC2 antag	FUS yeast rescue	aSyn rescue	TDP43 rescue
CCCCN1C[C@H](Cc2ccccc2)[C@@H](CC(=O)Nc2ccc(OC)cc2)C1=O
    1	5%	-4%	10	1%	-17%	2%	20%
COCC(=O)N1CCC(Oc2cccc(C(=O)NCc3ccccn3)c2)CC1
    10	4%	7%	7	2%	9%	4%	8%
CCCSCCCNC(=O)c1sc2nc(C)cc(C)c2c1-n1cccc1
    -7	/	-14%	/	/	-10%	/	-22%
CN(Cc1ccccc1)C(=O)c1ccccc1Br
    -1	5%	3%	37	-3%	/	0%	17%
COc1ccc(NC(=O)CN(C2CCCCC2)S(C)(=O)=O)cc1Cl
    5	-4%	3%	0	4%[57.1 µM]	9%	1%	11%
O=C(CCNC(=O)c1ccc(Br)cc1)OCc1ccccc1Cl
    -18	5%	-16%	-13	-17%	23%	10%	10%
COc1ccc(C(=O)N/C(=C\c2cccc3ccccc23)C(=O)NCCc2c[nH]c3ccccc23)cc1OC
    -5	11%	-11%	21	4%	11%	0%	-14%
CC(C)(C)C(=O)Oc1cccc(Nc2ncnc3ccccc23)c1
    8	5%	7%	27	-7%	19%	-4%	3%
NC(=O)NOCc1cccc(Cl)c1
    2	-8%	-12%	-3	10%	2%	-7%	-12%
CC(C)NC(=O)N(C)C[C@@H]1OCc2cnnn2CCCC(=O)N([C@@H](C)CO)C[C@H]1C
    3	3%	-2%	15	9%	-36%	1%	2%
CCCOc1ccc(OC(=O)c2ccc(Br)o2)cc1
    3	8%	3%	-17	-23%	4%	-10%	14%
COc1ccc(NC(=O)CCc2nc3cccnc3n2Cc2cccs2)c(OC)c1
    -5	/	13%	/	/	16%	/	24%
CSc1cccc(NC(=O)c2ccccc2N(C)S(C)(=O)=O)c1
    7	-5%	13%	-8	-5%[57.1 µM]	6%	-2%	-2%
O=C(c1ccc(N2C(=O)C3CC=C(Cl)CC3C2=O)cc1)N1CCCCC1 (stereo unspecified)
    -1	7%	16%	4	-1%	22%	4%	20%
CCOc1ncccc1C(=O)OCC(=O)c1ccc(Cl)s1
    2	2%	10%	-12	-12%	9%	20%	5%
COc1ccc(CNC(=O)C/C(C)=N/NC(=O)c2ccc(OC)cc2OC)cc1
    -7	5%	-23%	-16	-12%	23%	0%	-22%
CCN(c1ccccc1)S(=O)(=O)c1nnc(NC(=O)COc2ccc(OC)cc2)s1
    -6	/	-20%	/	/	10%	/	3%
O=c1c2ccccc2ncn1-c1ccccc1F
    4	7%	-4%	-3	1%	-10%	7%	-5%
CC(C)(C)c1ccc(Oc2coc3cc(OCC(=O)O)ccc3c2=O)cc1
    1	-6%	-6%	7	4%	-17%	9%	1%
COc1cccc(C2C(=O)N(C3CCCCC3)CC(=O)N2Cc2ccc(Cl)cc2)c1 (stereo unspecified)
    -20	/	-8%	/	/	-2%	/	?

Compound profiles (already shown).
CC(C)(C)C(=O)Oc1cccc(Nc2ncnc3ccccc23)c1 reads DRD3 agonist = 8; EPAC2 ag = 5%; Abeta rescue = 7%; D3 antag = 27; EPAC2 antag = -7%; FUS yeast rescue = 19%; aSyn rescue = -4%; TDP43 rescue = 3%
COCC(=O)N1CCC(Oc2cccc(C(=O)NCc3ccccn3)c2)CC1 reads DRD3 agonist = 10; EPAC2 ag = 4%; Abeta rescue = 7%; D3 antag = 7; EPAC2 antag = 2%; FUS yeast rescue = 9%; aSyn rescue = 4%; TDP43 rescue = 8%
CCN(c1ccccc1)S(=O)(=O)c1nnc(NC(=O)COc2ccc(OC)cc2)s1 reads DRD3 agonist = -6; EPAC2 ag = /; Abeta rescue = -20%; D3 antag = /; EPAC2 antag = /; FUS yeast rescue = 10%; aSyn rescue = /; TDP43 rescue = 3%

Carrying on:
The line under a structure holds: DRD3 agonist	EPAC2 ag	Abeta rescue	D3 antag	EPAC2 antag	FUS yeast rescue	aSyn rescue	TDP43 rescue
CCCCc1nc(SCC(=O)Nc2ccc(S(N)(=O)=O)cc2)n[nH]1
    -3&5	0%	5%&1%	5	10%	7%&1%	-13%	4%&22%
CC(=O)Nc1cccc(N(C(=O)C2COc3ccccc3O2)C(C(=O)NC2CCCCC2)c2cn(C)nc2C)c1 (stereo unspecified)
    -1	4%	-2%	10	4%	12%	0%	-31%[inhibitor]
CCNC(=O)C1(C)CCN1C(=O)Cc1ccc(C(C)C)cc1 (stereo unspecified)
    -8	0%	-1%	-7	1%	-18%	8%	1%
Cc1ccccc1C1(CCN2CCCCC2)CCOC(C)(C)C1 (stereo unspecified)
    -3	6%	-6%	13	22%	-15%	0%	-2%
c1ccc(CCN(Cc2ccccc2)C2CCN(C3CCCC3)CC2)cc1
    -17	2%	-2%	-65*	8%	11%	0%	-10%
COc1cc(C2C3C(=O)N(c4ccccc4)C(=O)C3ON2c2ccccc2)cc(OC)c1OC (stereo unspecified)
    4	-2%	-8%	19	-2%	31%	3%	8%
Cc1ccc(Cl)cc1NC(=O)C(C)n1nc(-c2ccccc2)ccc1=O (stereo unspecified)
    1	/	14%	/	/	36%	/	?
O=c1c2ccccc2nc(SCc2nnc(-c3ccccc3)o2)n1-c1ccccc1
    24	11%	6%	-8	-5%	-17%	-1%	-17%
CN(CCOc1ccccc1)C(=O)c1cc(S(=O)(=O)N2CCOCC2)c(Cl)cc1Cl
    -6	11%	-8%	-19	-8%	25%	-4%	2%
COC(=O)CCN1CCC2CC1c1cc(Cl)ccc12 (stereo unspecified)
    -51	4%	-9%	-25	17%	-18%	2%	-4%
CC1CCN(S(=O)(=O)c2ccc(-c3nnc(SCc4cccnc4)o3)cc2)CC1
    2	-31%[inhibitor]	0%	15	-2%	26%	11%	0%
COC(=O)c1cc(S(=O)(=O)NCC2CCN(Cc3ccccc3F)CC2)c[nH]1
    3&-17	14%	-15%	2	-2%	-18%&-4%	-2%	1%&10%
COc1ccccc1/C=C(\C#N)C(=O)c1cccn1C
    1	15%	9%	0	5%	-15%	-4%	?
O=[N+]([O-])c1ccc(Sc2nccn2Cc2ccccc2)c([N+](=O)[O-])c1
    2	2%	-50%[inhibitor]	-11	1%	/	-7%	14µM*
O=C1S/C(=C\c2ccc(N3CCOCC3)o2)C(=O)N1Cc1ccc(F)cc1
    -5	112µM*	-10%	-15	-3%	27%	-22%	-9%
CCC(C)NC(=O)c1sc2nc(C)c(C(=O)Nc3ccc(C)cc3C)c(-c3ccc(Cl)cc3)c2c1N (stereo unspecified)
    10	/	-1%	/	/	?	/	9%
Cc1ccc(S(=O)(=O)CC(C)(O)CS(=O)(=O)c2ccc(C)cc2)cc1
    -4	3%	9%	-18	6%	5%	-8%	2%
O=C(NCc1cccc(Br)c1)c1cccn1-c1nnc(N2CCCCC2)s1
    -16	/	-53%[inhibitor]	/	/	?	/	?
C[C@@H]1CN([C@H](C)CO)C(=O)CCCn2cc(nn2)CO[C@H]1CN(C)C(=O)Nc1cccc(Oc2ccccn2)c1
    -6	-1%	-2%	7	11%	25%	1%	0%
CCOC(=O)N1CCC(c2cc(=O)n(-c3ccccc3)[nH]2)CC1
    -5	12%	20%	3	9%	?	-3%	9%

2 compounds from above, limited to EPAC2 ag:
canonical_smiles | EPAC2 ag
O=c1c2ccccc2nc(SCc2nnc(-c3ccccc3)o2)n1-c1ccccc1 | 11%
CN(CCOc1ccccc1)C(=O)c1cc(S(=O)(=O)N2CCOCC2)c(Cl)cc1Cl | 11%

Later entries
The line under a structure holds: DRD3 agonist	EPAC2 ag	Abeta rescue	D3 antag	EPAC2 antag	FUS yeast rescue	aSyn rescue	TDP43 rescue
Cc1cc(C)c2nc(-c3ccncc3)cc(C(=O)N3CCN(Cc4ccccc4Cl)CC3)c2c1
    43*	-10%	17%	54	-15%	?	0%	-6%
O=[N+]([O-])c1ccccc1S(=O)(=O)Nc1ccc(-c2ccc(N3CCOCC3)nn2)cc1
    -22	1%	-8%	-22	7%	?	-5%	-19%
COC(=O)[C@H](CCSC)NC(=O)NC1CC1
    1	12%	-5%	-3	2%	-5%	4%	6%
CC(C)=NNc1nc(-c2ccccc2)cs1
    2	0%	-20%	3	10%	/	-16%	14%
CN(CC(=O)Nc1ccc(F)cc1)C(=O)Cn1nnc(-c2ccccc2)n1
    -6	5%	0%	-8	4%	8%	-2%	-3%
CCc1ccc(-n2nc(C)c3c(C(=O)NCCc4ccc(OC)c(OC)c4)cc(C)nc32)cc1
    22	/	1%	/	/	?	/	6%[9.22 µM]
O=C(NCCN1CCCC1)c1ccc2c(c1)N(Cc1ccc(F)cc1)C(=O)c1ccccc1S2=O (stereo unspecified)
    -5	27%	-7%	-7	3%	-3%	1%	-18%
CCCCN(C)CCNC(=O)CN1C(=O)CSc2ccc(S(=O)(=O)N3CCOCC3)cc21
    1&2	0%	9%&-6%	23	1%	0%&0%	2%	6%&-5%
COc1cc(OC)c(C2=NOC(C(=O)Nc3c(C)nn(CC(=O)N4CCCC4)c3C)C2)cc1Cl (stereo unspecified)
    3	10%	7%	13	3%	-1%	1%	-1%
COC(=O)[C@@]1(Sc2ccc(C)cc2)CC(=O)N(c2cccc(SC)c2)[C@@H]1c1ccccc1
    -6	12%	-13%	3	-4%	?	0%	-31%[inhibitor]
O=S(=O)(c1ccc(Cl)cc1)n1ccc(-c2cccc(OCc3c(F)cccc3Cl)c2)n1
    0	11%	-1%	-7	3%	23%	2%	21%

Screening results (PubChem)
